NPSR antag: blocks cAMP signaling of the human neuropeptide S receptor; Q6W5P4; CHO-NPSR cells, cAMP TR-FRET, antagonist mode; Potency, µM (titrated, usually from 38.3 µM), for inactives: at the top dose activity change, negative = inhibition, most hits filed as inhibitors; 220,000 compounds, 1% hits; further: potency means the concentration at half of the fitted maximal effect; on the % scale 0 is the no-effect control and ±100 the full control effect; nearly all actives have a fitted effect of over 50% in size; many of its hits are not listed in these tables
L3MBTL1 inh: inhibitors of human L3MBTL1; 230,000 compounds, 0.66% hits; AlphaScreen L3MBTL1–H3K9me1 peptide binding; Potency, µM (doses to about 57.1 µM), without a hit: at the highest dose activity, negative = inhibition, most hits filed as inhibitors; AID 485360; further: potency means the concentration at half of the fitted maximal effect; on the % scale 0 is the no-effect control and ±100 the full control effect; nearly all actives have a fitted effect of over 60% in size
Target sequence (Q9Y468 whole entry, looked up): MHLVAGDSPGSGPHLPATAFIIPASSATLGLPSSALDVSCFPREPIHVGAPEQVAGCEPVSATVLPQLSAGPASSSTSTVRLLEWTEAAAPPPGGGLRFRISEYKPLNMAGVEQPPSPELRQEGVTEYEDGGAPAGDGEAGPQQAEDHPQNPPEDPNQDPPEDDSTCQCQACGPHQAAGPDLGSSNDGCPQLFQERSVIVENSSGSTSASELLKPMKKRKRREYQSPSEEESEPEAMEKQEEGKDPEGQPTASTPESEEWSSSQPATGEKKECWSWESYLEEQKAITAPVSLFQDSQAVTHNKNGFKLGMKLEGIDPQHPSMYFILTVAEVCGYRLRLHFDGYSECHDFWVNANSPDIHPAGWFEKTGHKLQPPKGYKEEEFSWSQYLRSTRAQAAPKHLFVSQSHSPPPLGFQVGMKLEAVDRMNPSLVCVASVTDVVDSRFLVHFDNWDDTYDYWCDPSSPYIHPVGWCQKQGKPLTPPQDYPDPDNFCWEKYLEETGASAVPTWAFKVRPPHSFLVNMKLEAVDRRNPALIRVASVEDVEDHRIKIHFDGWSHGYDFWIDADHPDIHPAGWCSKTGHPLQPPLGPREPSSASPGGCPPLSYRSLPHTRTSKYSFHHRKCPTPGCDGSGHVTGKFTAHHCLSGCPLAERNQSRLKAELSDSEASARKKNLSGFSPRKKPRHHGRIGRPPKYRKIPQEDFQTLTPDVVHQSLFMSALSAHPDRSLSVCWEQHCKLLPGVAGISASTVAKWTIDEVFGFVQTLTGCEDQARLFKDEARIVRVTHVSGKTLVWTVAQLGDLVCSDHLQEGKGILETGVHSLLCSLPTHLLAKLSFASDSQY
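L3MBTL1 50 nM + b-AHA-H3(1-15)K9me1 75 nM, 30 min RT; compound added, 30 min RT; streptavidin donor/Ni-chelate acceptor beads 10 ug/mL each final, 30 min RT dark; AlphaScreen read.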
IMPase Li inh: cell-permeable IMPase inhibitors with lithium potentiation; CHO-M1 cells, IP1 TR-FRET (IP-One), carbachol + lithium; Potency, µM (highest dose often 59.4 µM), without a hit: at the highest dose activity, negative = IMPase inhibition, actives largely listed as inhibitors; 210,000 compounds, 0.35% hits;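 further: IP1 builds up when IMPase is blocked and the TR-FRET signal falls; potency means the concentration at half of the fitted maximal effect; plate controls were basal vehicle for no effect and high inhibitor control for full effect; nearly all actives have a fitted effect of over 50% in size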
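Test compounds were applied to CHO-M1 cells previously cultured for 16–30 h at 2000 per well. A small lithium amount accompanied them; after 30 min at 37C, IP1 was quantified by TR-FRET.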
HTT aggregate: reduces HttQ103-GFP aggregates in PC12 cells; PC12 HttQ103-GFP aggregates, Acumen cytometry, 40 h; Potency, µM (titrated, usually from 46.1 µM), for the others: at the top dose activity change, negative = inhibition, most hits filed as inhibitors; 220,000 compounds, 1.1% hits; AID 1688; further: potency means the concentration at half of the fitted maximal effect; on the % scale 0 is the no-effect control and ±100 the full control effect; nearly all actives have a fitted effect of over 60% in size
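Huntingtin Q103 exon 1–GFP aggregates in induced PC12 cells (100 nM tebufenozide) were quantified by cytometry from lysates, with compounds dosed in titration.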
Epigenetic reg: derepresses silenced GFP reporter in murine cells | 280,000 compounds, 0.2% hits | murine LDR cells, GFP reporter derepression, 30 h | Potency, µM (titrated, usually from 53.9 µM), inactives show top-dose GFP activation, hits mostly activators; further: potency means the concentration at half of the fitted maximal effect; % of control where 0% means no effect; nearly all actives have a fitted effect of over 60% in size
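Readout is the number of GFP-expressing murine LDR cells, counted by cytometry following washing. Cells were treated with compound for 30 h at 37 C; the stably integrated CMV-GFP locus is normally silent.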
KinaseGlo FLuc: Kinase-Glo luciferase inhibition (counter-screen). Q27757. Kinase-Glo luciferase, ATP luminescence, 8 min. Potency, µM (titrated, usually from 38.3 µM), for inactives: at the top dose activity change, negative = inhibition, actives largely listed as inhibitors. 200,000 compounds, 0.28% hits; further: potency means the concentration at half of the fitted maximal effect; on the % scale 0 is the no-effect control and ±100 the full control effect; nearly all actives have a fitted effect of over 60% in size
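Inhibition of Kinase-Glo luciferase light generation was assessed at 10 uM ATP in pH 7.2 imidazole buffer, with luminescence measured after eight minutes at ambient temperature.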
CBFb-RUNX1 inh: blocks binding between human CBF-beta and RUNX1 | AlphaScreen CBFb-His/RUNX1-biotin binding, biochemical | Q01196+Q13951 | 230,000 tested, under 10 active | Potency, µM (titrated, usually from 59.8 µM), without a hit: at the highest dose activity, negative = inhibition, usual class: inhibitors; further: % of control where 0% means no effect
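AlphaScreen binding: CBFb-His and RUNX1-biotin (30 nM each) preincubated 20 min, compound added for 15 min, then nickel and streptavidin beads for 90 min, all at room temperature. Disruption of the interaction by any mechanism counts as activity.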
An asterisk follows results filed as active; u = inconclusive; x = not tested or not shown; & = joins results of further samples; [ ] = remark or other dose. The call rests on the fitted dose curve; in most records, active means well fitted curve in the direction sought with a large enough effect; inconclusive means small, poorly fitted or top-dose-only effect, or another doubt; inactive means no such curve, though single readings can be large; an effect the other way counts as inactive or inconclusive. Some of the compounds tested. The share of hits here may be higher or lower than overall.

1	COc1ccc(O)c(CN2CCCC(C(=O)c3sccc3C)C2)c1 (centres undefined)
2	CC1CCCC(=O)CCC/C=C/c2cc(O)cc(O)c2C(=O)O1 (centres undefined)
3	CCCCn1c(O)c(C(CC)=Nc2ccc(C(=O)O)cc2)c(=O)[nH]c1=O
4	CSc1ccc(CNC2CN3CCC2CC3)cc1 (centres undefined)
5	CCN(CC)c1ccc(C=C2C(=O)N(C)C(=S)N(C)C2=O)o1
6	C/C(=N\N(C)c1ccccc1)c1c(O)[nH]c(=O)[nH]c1=O
7	O=C1NC(=S)N(c2ccccc2)C(=O)C1C(c1ccncc1)C1C(=O)NC(=S)N(c2ccccc2)C1=O (centres undefined)
8	COc1ccc(CN2CCN(C(=O)Cc3ccccc3)CC2)c(OC)c1
Screen / compound no.,1,2,3,4,5,6,7,8
NPSR antag,23%,x,1%[46.1 µM],1%[46.1 µM],-24%,-3%,12%,7%
L3MBTL1 inh,-8%,x,-4%,2%,-17%,0%,5%,2%
IMPase Li inh,15%,3%,-4%,31%[activator][38.3 µM],6%,x,-3%,1%
HTT aggregate,27%[9.22 µM],x,6%,2%,1%,26%[9.22 µM],4%,-1%
Epigenetic reg,-2.4%,-1.3%,-1.0%,4.3%,3.4%,-1.3%,-0.2%,-1.6%
KinaseGlo FLuc,-8%,-2%,1%,2%,-4%,x,-5%,0%
CBFb-RUNX1 inh,-6%,7%,-1%,8%,-5%,3%,2%,2%

9	CC1(C)CC(n2[nH]c(=O)c3c2NC(=O)CSC3c2ccccc2)CCO1 (centres undefined)
10	Cc1cccc(N2C(=O)CC(=O)NC2=O)c1
11	CN1CCc2nc(SCc3cccc(Br)c3)c(C#N)cc2C1
12	COC(=O)N1CCN(C(=O)Cc2ccc(Cl)c(Cl)c2)[C@H](CN2CCCC2)C1
13	N#CC1(c2ccccc2)CCN(C2CC(=O)N(c3ccc4c(c3)OCO4)C2=O)CC1 (centres undefined)
14	NC(=O)CI
15	C[N+]1([O-])CCC[C@@H]1c1cccnc1 (some centres undefined)
16	Fc1ccc2c(c1)nnn2C1CCN(Cc2nnnn2C2CCCCC2)CC1
Screen / compound no.,9,10,11,12,13,14,15,16
NPSR antag,1%[46.1 µM],5%[46.1 µM],15%[7.67 µM],x,4%,-10%[46.1 µM],x,u
L3MBTL1 inh,-1%,32%[activator][11.4 µM],-11%,x,0%,x,x,-2%
IMPase Li inh,-13%[38.3 µM],20%[38.3 µM],x,17%,1%,4%,4%,30%[activator][38.3 µM]
HTT aggregate,5%,2%,5%[9.22 µM],x,-32%[9.22 µM],x,x,11%
Epigenetic reg,-1.9%,-1.0%,-0.3%,1.1%,-1.3%,-0.1%,2.1%,0.0%
KinaseGlo FLuc,-6%,3%,x,3%,0%,-2%,x,-1%
CBFb-RUNX1 inh,2%,17%,7%,-8%[21.7 µM],6%,33%,9%,23%

17	CCCCC/C=C\C/C=C\C/C=C\CCCCCCC(=O)NCCO
18	Cn1c(=O)oc2cc(S(=O)(=O)N3CCC(C(=O)N4CC=C(c5ccccc5)CC4)CC3)ccc21
19	CN(CCc1ccc(Cl)c(Cl)c1)[C@H]1CCCC[C@H]1N1CCCC1
20	COC(=O)C(c1ccccc1)N1CCCCCC1 (centres undefined)
21	COc1ccccc1N1CCN(Cc2ccccc2Cl)CC1
22	CCCCC(=O)N/N=C/c1c(O)n(CCC2=CCCCC2)c(=O)[nH]c1=O
23	CCCCCCCSc1cc(OC)c(CCNC)cc1OC
24	N=C1c2ccccc2CN1c1cccc([N+](=O)[O-])c1
Screen / compound no.,17,18,19,20,21,22,23,24
NPSR antag,x,-9%[46.1 µM],x,-3%[46.1 µM],-10%[46.1 µM],-8%,u,19%
L3MBTL1 inh,x,x,x,x,x,-20%,-2%,9%
IMPase Li inh,-1%&9%&-4%,1%[38.3 µM],32%[activator],17%[38.3 µM],24%[38.3 µM],x,18%[38.3 µM],6%
HTT aggregate,x,u,x,-3%,21%[9.22 µM],8%[9.22 µM],0%,u
Epigenetic reg,1.1%&-1.1%&0.0%,-0.5%,1.0%,-0.9%,-1.0%,-1.4%,0.0%,0.8%
KinaseGlo FLuc,2%&2%,3%,2%,-2%,1%,x,0%,2%
CBFb-RUNX1 inh,19%&25%&0%,-2%,7%[21.7 µM],9%,-1%,u,-10%,-1%

25	CN1CCN(c2nc3ccccc3o2)CC1
26	O=C(COC(=O)Cc1ccccc1)Nc1ncc(Cl)cc1Cl
27	CCN(CC)c1ccc(/C=C/[N+](=O)[O-])cc1
28	CCc1ccc(/C=C(/C#N)C(N)=S)cc1
29	Clc1ccc(C(OCCN2CCCCC2)c2ccccc2)cc1 (centres undefined)
30	CC(C)CN1CCN(Cc2c(F)cccc2Cl)CC1CCO (centres undefined)
31	CN1C(=O)NC(=O)C(C)(C2=CCCCC2)C1=O (centres undefined)
32	C=C1C[C@@H]2[C@H](CC[C@]3(C)C(=O)CC[C@@H]23)[C@@]2(C)C=CC(=O)C=C12
Screen / compound no.,25,26,27,28,29,30,31,32
NPSR antag,8%,-1%[46.1 µM],5%,2%,x,-9%,x,-6%
L3MBTL1 inh,x,x,-18%,-4%,-11%,10%,x,x
IMPase Li inh,x,31%[38.3 µM],16%,-13%,29%,19%,2%,x
HTT aggregate,-16%[9.22 µM],-14%,-8%,3%,x,-6%[9.22 µM],-3%&-7%,x
Epigenetic reg,4.3%,-2.3%,15%,0.0%,-1.3%,-2.7%,0.0%,-2.2%
KinaseGlo FLuc,x,-2%,-1%,4%,-3%,0%,3%[39.9 µM],x
CBFb-RUNX1 inh,10%,0%,-6%,u,18%,-6%,8%,3%

33	O=C(CN1CCOCC1)c1ccc2cc[nH]c2c1
34	CCN1CCCC(OC(=O)C(c2ccccc2)c2ccccc2)C1 (centres undefined)
35	O=C(COc1ccc(Cl)cc1)N1CCN(Cc2ccccc2)CC1
36	CC12CCCCC1=[N+]([O-])CN2O (centres undefined)
37	C/C(=N\N1CCCCC1c1cccnc1)c1c(O)n(C2CCCCC2)c(=S)[nH]c1=O (centres undefined)
38	COc1ccc(-c2nn(-c3ccccc3)cc2C(=O)N2c3ccc(C)cc3C3CN(C)CCC32)cc1 (centres undefined)
39	COc1ccccc1OCCCn1cc(C(=O)c2ccco2)c2ccccc21
40	Clc1ccc(N2CC3CCC(C2)N3)nn1
Screen / compound no.,33,34,35,36,37,38,39,40
NPSR antag,11%,x,-6%[46.1 µM],2%[46.1 µM],-39%,-14%,u,8%[46.1 µM]
L3MBTL1 inh,10%,-3%,2%,6%,-19%,-25%,-15%,x
IMPase Li inh,-6%,27%,-3%[38.3 µM],25%[38.3 µM],17%,8%,8%,6%
HTT aggregate,-5%,x,-30%,9%,6%,u,-18%,x
Epigenetic reg,2.9%,-1.3%,-1.1%,0.0%,u,-0.2%,1.0%,1.1%
KinaseGlo FLuc,8%,0%,-1%,-2%,0%,3%,8%,-3%
CBFb-RUNX1 inh,-7%,14%,3%,3%,-1%,-4%,0%,15%

Look-ups from the results shown.
Under IMPase Li inh, cpd 35 is entered as -3%[38.3 µM]
Under NPSR antag, cpd 40 is entered as 8%[46.1 µM]
Under CBFb-RUNX1 inh, cpd 39 is entered as 0%

(more compounds)
41	O=C(C[N+]12CCN(CC1)CC2)NCCc1ccc(Cl)cc1Cl
42	Cn1cc(C(=O)NCc2ccccc2)c2ccccc21
43	COc1cc(C2SCC(=O)Nc3c2c(=O)[nH]n3C2CCCCCC2)cc(OC)c1OC (centres undefined)
44	C=CCn1c(O)c(/C=N/N2CCOCC2)c(=O)[nH]c1=S
45	CC(=O)c1cccc(OCC(O)CN2CC=C(c3ccccc3)CC2)c1 (centres undefined)
Screen / compound no.,41,42,43,44,45
NPSR antag,6%,-13%,-11%[46.1 µM],2%,u
L3MBTL1 inh,-5%,2%,-2%,7%,1%
IMPase Li inh,10%,-1%,4%[38.3 µM],3%,-9%[38.3 µM]
HTT aggregate,1%,-5%,6%,-1%,-6%
Epigenetic reg,0.0%,1.3%,-1.2%,0.0%,11%
KinaseGlo FLuc,7%,1%,-4%,-1%,5%
CBFb-RUNX1 inh,10%,0%,-1%,5%,-9%

Single records (already shown).
Results for Cn1c(=O)oc2cc(S(=O)(=O)N3CCC(C(=O)N4CC=C(c5ccccc5)CC4)CC3)ccc21 → NPSR antag: -9%[46.1 µM]; L3MBTL1 inh: x; IMPase Li inh: 1%[38.3 µM]; HTT aggregate: u; Epigenetic reg: -0.5%; KinaseGlo FLuc: 3%; CBFb-RUNX1 inh: -2%
Results for NC(=O)CI → NPSR antag: -10%[46.1 µM]; L3MBTL1 inh: x; IMPase Li inh: 4%; HTT aggregate: x; Epigenetic reg: -0.1%; KinaseGlo FLuc: -2%; CBFb-RUNX1 inh: 33%
Results for Clc1ccc(C(OCCN2CCCCC2)c2ccccc2)cc1 (centres undefined) → NPSR antag: x; L3MBTL1 inh: -11%; IMPase Li inh: 29%; HTT aggregate: x; Epigenetic reg: -1.3%; KinaseGlo FLuc: -3%; CBFb-RUNX1 inh: 18%
